NadD inh: NadD (S. aureus) enzyme inhibition | inhibition, % at 20 µM | purified NadD enzyme, colorimetric absorbance read-out | 0.78% of 360,000 active; in the data active means inhibition above about 26%; further: some compounds past the cut are filed as inactive
SUMO1 PPI mod: alters human SUMO1 binding to SIM partners; inhibition, % at 20 µM; 0.33% of 360,000 active; P63165; SUMO1 binding to a labelled peptide, TR-FRET, 1 h; in the data active means inhibition above about 37%
Rpn11 block: Rpn11 (human) deubiquitinase inhibition. O00487. AID 588493. calls only at 20 µM. human 26S proteasome, Ub4-pepOG fluorescence polarization; 20S core pre-blocked with epoxomicin. 0.59% of 360,000 active;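 active means inhibition at 20 µM, scaled to each plate's controls, above about 33%, limit read from the data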
STEP inh: blocks human striatal-enriched tyrosine phosphatase. 0.25% of 360,000 active. P54829. inhibition, % at 20 µM. AID 588621. recombinant STEP, OMFP fluorogenic substrate, fluorescence;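 active means inhibition at 20 µM, scaled per plate between control wells, above about 37%, limit read from the data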;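 further: 0% = DMSO with enzyme and substrate and 100% = substrate only without enzyme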
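Assay system: isolated STEP enzyme. Buffer or medium: pH 6.0 Bis-Tris with DTT and Tween 20. Also added: fluorogenic phosphatase substrate OMFP at 25 µM final. Dosing: 20 µM, 1% DMSO. Timing: 20 min reaction, room temperature, in the dark. Measured by: fluorescence intensity, excitation 480 nm, emission 540 nm. Evaluation: normalized % inhibition.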
DNMT1 block: blocks human DNA methyltransferase DNMT1 | P26358 | DNMT1 molecular beacon, Hinp1I cleavage, fluorescence | inhibition (reported as % activation of signal), % at 10 µM | 0.83% of 360,000 active | AID 588458; in the data active means inhibition above about 50%
Target sequence (P26358 504-1616 limits assumed): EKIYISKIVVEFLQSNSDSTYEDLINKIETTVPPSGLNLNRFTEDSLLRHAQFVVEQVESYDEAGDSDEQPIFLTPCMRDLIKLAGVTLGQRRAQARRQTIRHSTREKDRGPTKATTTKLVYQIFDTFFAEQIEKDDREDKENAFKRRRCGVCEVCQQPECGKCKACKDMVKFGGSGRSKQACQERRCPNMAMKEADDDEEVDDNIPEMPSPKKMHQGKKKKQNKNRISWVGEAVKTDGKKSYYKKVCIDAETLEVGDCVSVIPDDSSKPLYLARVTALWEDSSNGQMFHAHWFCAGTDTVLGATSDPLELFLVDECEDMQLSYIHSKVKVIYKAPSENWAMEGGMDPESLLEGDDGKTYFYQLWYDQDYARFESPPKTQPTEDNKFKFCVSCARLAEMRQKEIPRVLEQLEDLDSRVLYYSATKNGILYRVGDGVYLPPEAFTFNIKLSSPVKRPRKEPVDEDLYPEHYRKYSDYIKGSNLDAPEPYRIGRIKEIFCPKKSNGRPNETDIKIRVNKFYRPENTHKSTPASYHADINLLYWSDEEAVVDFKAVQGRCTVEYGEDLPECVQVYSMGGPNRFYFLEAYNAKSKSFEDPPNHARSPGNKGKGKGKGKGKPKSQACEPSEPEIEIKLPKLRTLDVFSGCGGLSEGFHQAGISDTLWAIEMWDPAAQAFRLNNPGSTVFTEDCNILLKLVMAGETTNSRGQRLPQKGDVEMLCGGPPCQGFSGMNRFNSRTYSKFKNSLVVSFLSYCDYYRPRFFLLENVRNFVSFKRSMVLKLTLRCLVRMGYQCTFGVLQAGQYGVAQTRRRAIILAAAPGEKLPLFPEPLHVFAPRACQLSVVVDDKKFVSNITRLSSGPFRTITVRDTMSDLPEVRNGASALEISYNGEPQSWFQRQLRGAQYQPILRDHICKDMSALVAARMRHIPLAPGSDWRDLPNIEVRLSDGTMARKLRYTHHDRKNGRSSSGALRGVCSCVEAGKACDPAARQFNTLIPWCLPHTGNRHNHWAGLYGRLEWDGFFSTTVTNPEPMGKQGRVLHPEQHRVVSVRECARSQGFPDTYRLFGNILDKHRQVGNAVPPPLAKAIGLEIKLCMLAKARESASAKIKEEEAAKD
LMPTP inh: LMPTP (human) inhibition | P24666 | recombinant LMPTP-A, OMFP fluorogenic substrate, fluorescence intensity | inhibition, % at 20 µM | 0.22% of 360,000 active | AID 651560;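 active means compounds that cut the enzyme signal by at least half of the control window in the single-dose screen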;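 further: plate controls were DMSO wells with enzyme plus substrate for no effect and substrate without enzyme for full effect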
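Assay system: LMPTP-A phosphatase enzyme | Input: 0.625 nM enzyme | Also added: Fluorogenic phosphatase substrate OMFP at 400 µM final | Compound dosing: One test concentration per compound, 20 µM, with 3% DMSO overall | Schedule: 50 min enzyme reaction at room temperature, protected from light | Signal: Fluorescence intensity | Benchmarks: no-enzyme and uninhibited controls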
CSN deneddyl inh: inhibitors of human CSN-mediated cullin deneddylation. AID 651999. inhibition, % at 12.5 µM. 0.38% of 360,000 active. Purified CSN, SCF-Nedd8-OG deneddylation, fluorescence polarization. Q92905;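 active means pattern-corrected inhibition above about 35%, with an unprinted fluorescence ratio check between 0.5 and 1.5, limit read from the data, passing the limit was not always enough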;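 further: 0% = enzyme with substrate and 100% = substrate without enzyme; some results filed as inactive read as strong as hits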
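Schedule: reaction 90 min, room temperature / Assay system: HEK293T-derived human Csn5 enzyme / Input: Csn5 at 0.24 nM final / Measure: inhibition of Csn5 cleavage, % / Control set: substrate-only high control, full reaction low control / Technique: fluorescence polarization of the substrate / Buffer or medium: Tris/NaCl/DTT buffer, pH 7.5 / Reagent: SCFSkp2-Nedd8OG substrate at 10 nM final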
Rin1 Abl inh: blocks binding of human Rin1 to Abl | P00519+Q13671 | TR-FRET Rin1/Abl binding, biochemical | inhibition, % at 7.35 µM | 0.4% of 360,000 active | AID 588664; in the data active means inhibition above about 5%, passing the limit was not always enough
Neddyl block: blocks human cullin neddylation; TR-FRET cullin neddylation, biochemical; calls only at 25 µM; 0.58% of 360,000 active; in the data active means inhibition above about 36%
Scp-1 inhibitor: inhibitors of human Scp-1 phosphatase. Q9GZU7. Recombinant Scp1, phosphopeptide, malachite green phosphate absorbance. inhibition, % at 20 µM. 0.88% of 340,000 active;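 active means inhibition above about 50% at 20 µM, limit read from the data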;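 further: plate controls were DMSO wells with enzyme for no effect and wells lacking enzyme for full effect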
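Material: truncated SCP-1 phosphatase (76-261aa) / Buffer or medium: 50 mM Tris acetate pH 5.5, 0.005% Tween-20, 10 mM MgCl2 / Compound dosing: one concentration, 20 µM, with 1.0% DMSO / Incubation: 45 min room-temperature reaction, 5 min colour, 30 min stabiliser / Detection: colorimetric free-phosphate detection, absorbance 630 nm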
* = called active by the depositor; i = inactive; nt = not tested or not shown. Compounds as they come. Share with any hit: about 3.8%.

1	COc1ccc(S(=O)(=O)N(C)CC(=O)NC2CCCC2)cc1Cl
2	C#CC(C)(C)NC(=O)c1ccccc1OC
3	Cc1ccc(OCC(=O)Nc2cc(-c3nn4c(C)nnc4s3)ccc2C)cc1
4	O=C(Cc1cccc2ccccc12)N/N=C/c1ccncc1
5	COc1ccccc1C1OC(c2cccc([N+](=O)[O-])c2)=NN1C(C)=O (stereo not drawn)
6	CN1CCCc2cc3c(C(F)(F)F)cc(=O)oc3nc21
7	CN(C)c1ccc(N=C/C=C2/N(C)c3ccccc3C2(C)C)cc1
8	O=C(COC(=O)c1ccc(Br)c(S(=O)(=O)N2CCOCC2)c1)NCCc1ccccc1
9	CC(NC(=O)NC1CCCCC1)C(c1cccs1)N1CCN(Cc2ccccc2)CC1 (stereo not drawn)
10	O=C1CC(NCc2ccc3c(c2)OCO3)C(=O)N1CCc1ccccc1 (stereo not drawn)

Compound,1,2,3,4,5,6,7,8,9,10
NadD inh,-1.6,2.3,9.8,-8.5,-3.7,-3.9,-3.6,-4.4,-5.2,1.5
SUMO1 PPI mod,-1.3,-1.6,6.0,-18.0,-23.1,4.5,-43.1,6.4,-1.5,-3.1
Rpn11 block,i,i,i,i,i,i,i,i,i,i
STEP inh,-2.0,1.3,1.6,3.3,-3.0,-1.7,3.6,-3.4,-1.3,2.5
DNMT1 block,0.8,4.0,5.8,1.4,3.3,-1.7,-9.5,2.2,-0.2,-0.9
LMPTP inh,0.0,0.2,1.4,-1.2,-0.8,-1.4,6.1,-0.8,-2.0,-0.3
CSN deneddyl inh,-0.9,6.0,3.2,-0.5,-2.3,-31.1,18.4,-2.5,-3.6,5.5
Rin1 Abl inh,2.2,-0.1,-2.1,-3.7,0.0,1.5,-5.8,2.0,1.4,-0.7
Neddyl block,i,i,i,i,i,nt,i,i,i,i
Scp-1 inhibitor,-4.8,-2.2,-6.9,-8.2,-6.5,-7.6,0.3,13.2,-15.6,-1.3

11	COC(=O)c1ccccc1NC(=S)N(Cc1ccc2c(c1)OCO2)Cc1cc2ccc(OC)cc2[nH]c1=O
12	CC(C)COc1ccc(C(=O)NCc2ccco2)cc1
13	CN(c1ccc(F)cc1)S(=O)(=O)c1ccc(Cl)c(C(=O)OCC(=O)NC2CC2)c1
14	O=C(CN1CCC(Cc2ccccc2)CC1)NC(=O)NC1CCCCC1
15	CN(C)c1ccc(C2=NOC(CN3C(=O)c4ccccc4S3(=O)=O)C2)cc1 (stereo not drawn)
16	O=C(NNC(=O)C1CCCCC1)c1ccc(Br)cc1
17	CSc1nsc(SC)c1C(=O)Nc1ccc(Cl)cc1
18	O=C(NC(=S)Nc1ncc(Br)cc1Br)c1ccccc1
19	CC(C)(C)c1cc(NCCCn2ccnc2)n2ncc(-c3ccc(Cl)cc3)c2n1
20	COc1ccc(C(CNC(=O)c2ccc(S(=O)(=O)Nc3cccc(C)c3C)cc2)N2CCOCC2)cc1 (stereo not drawn)

Compound,11,12,13,14,15,16,17,18,19,20
NadD inh,4.3,6.1,-1.5,-13.1,-1.1,-5.2,-9.5,-5.2,18.8,-2.3
SUMO1 PPI mod,-5.1,-2.0,1.6,-2.9,-8.3,-1.3,0.7,2.8,5.0,-57.5
Rpn11 block,i,i,i,i,i,i,i,i,i,i
STEP inh,2.2,2.2,2.3,1.1,-0.2,2.9,0.3,1.4,0.9,-1.3
DNMT1 block,2.2,0.5,2.9,-3.3,-4.7,-0.4,-1.6,-2.8,-20.6,94.7*
LMPTP inh,0.1,0.4,-0.8,-1.1,1.5,-0.2,-0.1,-0.5,0.2,-8.4
CSN deneddyl inh,-6.9,0.0,-6.1,5.7,-0.6,1.0,-0.2,-0.6,-4.8,-2.3
Rin1 Abl inh,-3.3,3.8,-5.1,-1.8,-0.8,2.2,3.4,0.0,-1.6,1.7
Neddyl block,i,i,i,i,i,i,i,i,nt,i
Scp-1 inhibitor,-4.8,-4.3,-4.9,2.2,-3.1,-0.9,3.5,-11.4,-1.5,-4.8

21	O=C(/C=C/c1cccs1)c1ccc([N+](=O)[O-])cc1
22	O=C1CCC(=O)N1CN(C(=O)c1ccco1)c1ccccc1
23	CCOC(=O)c1c(C)nc(C)c(C(=O)OCC)c1-c1ccc(OC)cc1
24	O=C(Nc1ccc(S(=O)(=O)N2CCCC2)cc1)C1CC(=O)N(CCc2ccccc2)C1 (stereo not drawn)
25	COc1ccc(/C=C(\C#N)c2nc3ccc(C)cc3[nH]2)cc1Oc1ccc(C(F)(F)F)cc1[N+](=O)[O-]
26	CC(C)C(=O)Nc1ccc(Nc2ccccc2)cc1
27	CCOC(=O)C1=NN(c2ccccc2)C2=NC(C)=C(C(=O)OC)C(c3ccc(C)cc3)N12 (stereo not drawn)
28	Cc1ccccc1CC1(CO)CCCN(Cc2ccccc2Cl)C1 (stereo not drawn)
29	O=C(c1cccc(S(=O)(=O)N2CCCCC2)c1)N1CCc2ccccc21
30	C#CCNC(=O)C1=C[C@H](c2ccc(Br)cc2)[C@@H](CCCO)[C@H](OCC)O1

Compound,21,22,23,24,25,26,27,28,29,30
NadD inh,-5.1,-2.3,-3.7,-4.1,31.7*,-1.1,2.4,-7.6,-4.6,-0.5
SUMO1 PPI mod,-36.4,5.6,0.9,2.6,-2.8,0.1,0.1,2.6,1.7,2.4
Rpn11 block,i,i,i,i,i,i,i,i,i,i
STEP inh,-1.0,-1.9,-3.6,-0.1,-1.2,-2.6,1.7,-0.5,-0.3,1.7
DNMT1 block,4.0,-2.0,-1.3,0.0,51.7*,-3.6,16.9,-5.5,-1.1,1.8
LMPTP inh,-0.3,-0.5,0.2,-2.1,-1.5,-0.3,3.3,0.9,-0.2,-0.6
CSN deneddyl inh,4.6,2.6,-1.9,-2.7,-2.7,1.2,2.6,0.5,5.9,-2.2
Rin1 Abl inh,-2.0,-2.0,-5.5,0.8,-0.4,-2.7,-1.1,-1.1,-2.3,0.1
Neddyl block,i,i,i,i,i,i,i,i,i,i
Scp-1 inhibitor,2.5,-2.2,-2.2,nt,-17.2,-0.3,1.1,-3.9,-2.7,-7.1

As a working copy, part of the list above:
24	O=C(Nc1ccc(S(=O)(=O)N2CCCC2)cc1)C1CC(=O)N(CCc2ccccc2)C1 (stereo not drawn)
25	COc1ccc(/C=C(\C#N)c2nc3ccc(C)cc3[nH]2)cc1Oc1ccc(C(F)(F)F)cc1[N+](=O)[O-]
26	CC(C)C(=O)Nc1ccc(Nc2ccccc2)cc1
27	CCOC(=O)C1=NN(c2ccccc2)C2=NC(C)=C(C(=O)OC)C(c3ccc(C)cc3)N12 (stereo not drawn)
28	Cc1ccccc1CC1(CO)CCCN(Cc2ccccc2Cl)C1 (stereo not drawn)

Compound,24,25,26,27,28
NadD inh,-4.1,31.7*,-1.1,2.4,-7.6
SUMO1 PPI mod,2.6,-2.8,0.1,0.1,2.6
Rpn11 block,i,i,i,i,i
STEP inh,-0.1,-1.2,-2.6,1.7,-0.5
DNMT1 block,0.0,51.7*,-3.6,16.9,-5.5
LMPTP inh,-2.1,-1.5,-0.3,3.3,0.9
CSN deneddyl inh,-2.7,-2.7,1.2,2.6,0.5
Rin1 Abl inh,0.8,-0.4,-2.7,-1.1,-1.1
Neddyl block,i,i,i,i,i
Scp-1 inhibitor,nt,-17.2,-0.3,1.1,-3.9

More records
31	O=C(O)Cn1cc(C(=O)C2CC2)c2ccccc21
32	O=C(NCCCCNC(=O)c1cccnc1Cl)c1cccnc1Cl
33	CCN(C(=O)CSc1nnnn1-c1ccc(Cl)cc1)C1CCS(=O)(=O)C1 (stereo not drawn)
34	O=C(OC1CC2CC1[C@H]1CCCCN1C2=O)N1CCOCC1 (stereo partly drawn)
35	O=[N+]([O-])c1cccc(S(=O)(=O)N/N=C\c2ccc3c(c2)OCO3)c1
36	O=C(Cc1c(F)cccc1Cl)Nc1ccon1
37	COc1ccc(Br)cc1/C=N/NC(=O)c1nc(-c2ccccc2)n2c1CCCCC2
38	COCCNC(=O)C1Cc2c(ccc3ccccc23)O1 (stereo not drawn)
39	COCCn1c(SCC(=O)NCCc2ccc(OC)c(OC)c2)nc2c([nH]c3ccccc32)c1=O
40	O=C(NCCN1C(=O)S/C(=C\c2cccnc2)C1=O)c1cc(S(=O)(=O)N2CCOCC2)ccc1F

Compound,31,32,33,34,35,36,37,38,39,40
NadD inh,-1.7,-1.7,-0.7,1.0,-4.7,3.4,39.2*,-8.9,7.0,-0.6
SUMO1 PPI mod,-1.4,-2.0,-2.0,-1.4,-24.8,1.8,-0.8,-2.2,-1.7,-33.1
Rpn11 block,i,i,i,nt,i,i,i,i,i,i
STEP inh,2.6,-1.6,-0.4,nt,-1.9,-2.0,6.1,-0.8,0.2,1.6
DNMT1 block,0.6,-0.6,4.4,nt,2.6,0.7,-2.4,-4.1,6.2,1.6
LMPTP inh,-1.4,0.1,-1.0,-0.5,-1.5,-1.4,13.0,-0.5,0.3,-0.8
CSN deneddyl inh,-1.1,-0.7,2.7,-6.2,-7.0,-1.1,2.8,-0.2,1.9,-3.8
Rin1 Abl inh,0.6,-1.0,1.3,nt,-0.6,0.8,0.0,1.4,1.5,-2.4
Neddyl block,i,i,i,i,i,i,i,i,i,i
Scp-1 inhibitor,-1.5,-1.8,-5.2,nt,-6.9,-8.4,0.4,-12.7,6.9,3.5

41	Cc1cc2nc(-c3cccc(Br)c3)c(CC3CCCCC3)n2c(C)c1Br
42	CC(O)(c1ccccc1)C(C(c1ccccc1)N1CCOCC1)N1CCOCC1 (stereo not drawn)
43	CC1(C)C(=O)Nc2ccccc2N1C(=O)COC(=O)Cn1cnc2ccccc2c1=O
44	CC1(C)Oc2ccc(C(=O)NC3CC3)cc2N(CC(=O)N2CCOCC2)C1=O
45	COc1cccc(OCCn2ccnc2)c1
46	O=[N+]([O-])c1cccc(/C=N/n2c(-c3cccnc3)n[nH]c2=S)c1
47	COc1ccc(NC2=C(Cl)C(=O)N(c3ccccc3)C2=O)c(OC)c1
48	O=C(Cn1cnc2c(NCc3ccccc3)ncnc21)NCCCN1CCCC1=O

Compound,41,42,43,44,45,46,47,48
NadD inh,15.4,1.2,-1.4,8.4,-4.9,0.6,-2.8,-0.5
SUMO1 PPI mod,0.3,-2.4,0.0,0.4,-2.1,-6.1,-17.4,6.1
Rpn11 block,nt,i,i,i,i,i,i,i
STEP inh,nt,-2.9,-0.2,-8.1,2.2,4.4,-0.3,-3.4
DNMT1 block,nt,-1.1,4.8,0.4,0.1,2.8,-2.8,2.8
LMPTP inh,2.1,-0.3,-2.0,-0.1,0.8,-1.8,1.7,-1.6
CSN deneddyl inh,0.8,3.0,0.0,3.5,-0.3,-2.4,4.2,8.0
Rin1 Abl inh,nt,0.6,0.4,-0.5,1.1,0.1,1.1,-0.1
Neddyl block,i,i,i,i,i,i,i,i
Scp-1 inhibitor,nt,-2.7,-2.2,-0.2,2.3,2.7,-11.0,9.2

Source: PubChem BioAssay (several laboratories)
